NPR2 activator: GC-B (human) receptor activation; P20594; HEK293-GC-B cells, CNP EC30, cGMP TR-FRET; 0% at EC30 CNP, 100% saturating CNP; activation, % at 10 µM; 0.11% of 370,000 active;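 active = activation at 10 µM reaching about 35% in either raw or pattern-adjusted values, limit read from the data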
GC-A act: GC-A (human) enzyme activation; P16066; HEK293 GC-A cells, cGMP TR-FRET, EC30 ANP; 0% at EC30 ANP, 100% saturating ANP; activation, % at 10 µM; 0.14% of 370,000 active; AID 1671463; in the data active = activation above about 40%
hcDAF-12 act: activates DAF-12 receptor from parasite H. contortus; activation, % at 6.8 µM; HEK293 hcDAF-12 lit1-tk-luc reporter, luminescence; 0% DMSO, 100% Δ7-dafachronic acid; AID 652067; 1.4% of 370,000 active;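 active = activation above the mean of all tested compounds plus 3 SD, cut at about 5.5% in these data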;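 also: 100% = response to 3 µM Δ7-dafachronic acid high control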
sPLA2-III inh: Blocks human group III sPLA2 activity. Q9NZ20. 0.56% of 370,000 active. QFRET BODIPY PC-A2 liposome hydrolysis, fluorescence. AID 743126. inhibition, % at 12.2 µM;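 active = inhibition above mean plus 3 SD of compounds lying within the high and low control bounds, cut at about 19% in these data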;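 also: 0% = median of test compound wells and 100% = no enzyme DMSO wells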
Target sequence (Q9NZ20 whole entry, looked up): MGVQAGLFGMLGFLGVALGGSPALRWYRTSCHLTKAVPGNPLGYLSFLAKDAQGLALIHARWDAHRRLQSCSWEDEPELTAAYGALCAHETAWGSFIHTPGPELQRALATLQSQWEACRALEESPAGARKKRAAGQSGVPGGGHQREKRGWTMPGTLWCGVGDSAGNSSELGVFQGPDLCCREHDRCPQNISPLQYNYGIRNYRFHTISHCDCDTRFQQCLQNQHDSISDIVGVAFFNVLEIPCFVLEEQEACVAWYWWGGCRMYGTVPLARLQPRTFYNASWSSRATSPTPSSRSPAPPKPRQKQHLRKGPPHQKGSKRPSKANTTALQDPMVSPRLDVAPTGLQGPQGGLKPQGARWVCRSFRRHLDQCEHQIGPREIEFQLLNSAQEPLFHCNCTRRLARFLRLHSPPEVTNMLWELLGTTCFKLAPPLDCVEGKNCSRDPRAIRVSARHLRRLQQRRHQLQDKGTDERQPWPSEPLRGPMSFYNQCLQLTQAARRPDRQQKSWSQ
SMARCA2 act: activators of SMARCA2 function; MG213 cells, MMTV-luciferase reporter, dexamethasone, overnight; activation, % at 9.1 µM; 1% of 370,000 active; AID 652017; in the data active = activation above about 7.8%;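 also: 0% = vehicle wells and 100% = reference activator wells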
FXN GAA850 act: frataxin GAA850 promoter activation | 0.56% of 360,000 active | HEK293 lucGAA850 FXN promoter luciferase reporter, 24 h; percent of 10 µM SAHA response | activation, % at 6 µM;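 active = activation above the average of all compounds screened plus 3 SD, cutoff fixed separately per campaign, cut at about 7.5% in these data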;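 also: 0% = DMSO wells and 100% = 10 µM SAHA wells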
DAX1 inh-1: DAX1 (NR0B1) inhibition, primary screen. inhibition, % at 6.8 µM. AID 652010. 1.1% of 370,000 active. HEK293T StAR-luciferase reporter, SF-1/DAX-1 repression relief;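 active = inhibition above the mean over all tested compounds plus 3 SD, cut at about 3.6% in these data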;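 also: 0% = DAX-1 cells with DMSO and 100% = cells lacking DAX-1 with DMSO; higher inhibition means more luminescence from relief of DAX-1 repression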
hgDAF12 agonist: hgDAF-12 agonism, primary luciferase screen. HEK293 GAL4-hgDAF12 UAS-luciferase reporter, agonist luminescence; normalized to butyrate control. activation, % at 6.8 µM. 1.8% of 370,000 active. AID 687014;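 active = activation above a cutoff set at the mean of all screened compounds plus 3 SD, cut at about 10% in these data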;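 also: 0% = DMSO wells and 100% = sodium butyrate wells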
ssDAF12 agonist: activates DAF-12 receptor from parasite S. stercoralis. HEK293 ssDAF-12/GRIP1 lit1-tk-luc reporter, luminescence; % of 3 µM dafachronic acid response. activation, % at 6.8 µM. 1% of 370,000 active. AID 652126;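 active = activation above the mean over all tested compounds plus 3 SD, cut at about 0.9% in these data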;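 also: 0% = DMSO-only wells and 100% = 3 µM delta7-dafachronic acid wells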
KLK7 zymogen act: proKLK7 (human) activation, primary screen; P49862; purified proKLK7, EDANS-DABCYL substrate fluorescence; 100% is mature enzyme control, 0% vehicle; activation, % at 7 µM; 0.9% of 370,000 active;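 active = activation above the mean of all tested compounds plus 3 SD, computed per campaign excluding outliers beyond control limits, cut at about 13% in these data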
Target sequence (P49862 whole entry, looked up): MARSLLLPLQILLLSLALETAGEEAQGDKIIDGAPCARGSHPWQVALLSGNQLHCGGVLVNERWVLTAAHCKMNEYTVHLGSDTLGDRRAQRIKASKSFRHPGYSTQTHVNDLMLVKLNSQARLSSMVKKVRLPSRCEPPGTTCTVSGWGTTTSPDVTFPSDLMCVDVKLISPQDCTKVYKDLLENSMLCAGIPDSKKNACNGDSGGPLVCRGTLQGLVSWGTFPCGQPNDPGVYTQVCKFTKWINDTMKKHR
DAX1 inh-2: NR0B1 (DAX1) inhibition; P51843; inhibition, % at 6.75 µM; HEK293 Gal4-DAX1 luciferase reporter, luminescence; 0.99% of 340,000 active; AID 504766;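 active = inhibition above the mean over all tested compounds plus 3 SD, cut at about 4.2% in these data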;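 also: 0% = DAX1-transfected cells with DMSO and 100% = empty-vector control cells with DMSO; inhibition shows as a rise in luminescence from relieved DAX1 repression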
Target sequence (P51843 207-470 limits assumed): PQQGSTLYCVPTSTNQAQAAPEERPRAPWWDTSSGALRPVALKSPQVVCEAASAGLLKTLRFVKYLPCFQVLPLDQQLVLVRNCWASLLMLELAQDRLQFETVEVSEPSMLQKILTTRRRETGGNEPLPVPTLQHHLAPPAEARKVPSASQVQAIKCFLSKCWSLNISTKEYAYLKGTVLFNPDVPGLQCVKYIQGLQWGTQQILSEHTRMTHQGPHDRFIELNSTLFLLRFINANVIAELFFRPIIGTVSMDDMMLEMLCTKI
Numbers without * were called inactive; x = no result given.

SMILES	NPR2 activator	GC-A act	hcDAF-12 act	sPLA2-III inh	SMARCA2 act	FXN GAA850 act	DAX1 inh-1	hgDAF12 agonist	ssDAF12 agonist	KLK7 zymogen act	DAX1 inh-2
COc1ccccc1Cc1c(-c2ccc(Cl)cc2)nc2ccc(Br)cn12	1	4	1.1	-17	-1	x	5.5*	4.0	-0.1	-2.4	x
CCOC(=O)N1CCN(C(=O)C2CCN(S(=O)(=O)c3ccc(C)cc3)CC2)CC1	5	-1	0.4	-5	-2	-3.0	-0.2	-0.7	-0.7	0.0	-0.2
O=C(COC(=O)c1ccncc1)c1ccccc1	2	1	-1.6	-4	2	1.8	-0.1	3.4	-1.5	0.0	-0.8
COc1ccc(CCNC(=O)c2cccs2)cc1OC	-3	-1	-1.9	5	-3	1.8	-0.1	-0.3	-0.9	0.1	-1.2
O=C(C1=C[C@H](c2ccccc2)C[C@H](OCc2ccc(CO)cc2)O1)N1CCOCC1	1	0	-1.4	5	-2	0.0	0.2	-0.9	-1.3	0.2	0.2
COCCn1c(C)cc(C(=O)COc2ncnc3ccc(Br)cc23)c1C	3	1	2.2	-7	1	1.2	0.0	-0.5	-1.5	0.6	-0.3
COc1ccc(N(CC(=O)Nc2ccccc2OC)S(=O)(=O)c2ccc(NC(C)=O)cc2)cc1	-3	-7	-1.9	-15	-2	-4.0	-1.7	-0.3	-1.3	-0.8	-3.1
COC(=O)C1CCN(Cc2c(C(=O)N3C[C@@H](C)O[C@@H](C)C3)nc3ccc(Cl)cn23)CC1	2	5	-0.4	-1	-4	1.9	0.0	0.8	-0.3	-0.3	0.5
CN(CC(=O)NC(=O)NC1CCCCC1)c1ccccc1	2	3	0.2	5	-2	0.6	0.6	2.1	-1.0	0.7	0.8
O=C(COC(=O)CSc1ccc2ccccc2c1)NC1CC1	-1	-1	0.5	-4	-3	1.1	0.2	4.4	-0.7	0.4	-1.1
Cc1ccc(NC(=S)NCc2ccccc2)cc1C	5	3	0.2	7	3	4.0	0.4	0.1	-0.7	-0.1	0.6
CC(=O)Nc1ccc(/C=N/NC(=O)c2cccc(S(=O)(=O)N3CCOCC3)c2)cc1	0	0	-0.9	1	-4	-0.3	0.6	0.7	-0.1	-0.5	1.4
COc1cc(/C=C/C(=O)O)cc(S(=O)(=O)Nc2ccccc2Cl)c1OC	3	1	0.3	-1	1	3.2	0.4	-1.1	-0.3	-0.7	0.6
CCOC(=O)C1(C)CCN1C(=O)c1cccc(C(F)(F)F)c1 (stereo unspecified)	3	2	-1.0	4	-4	-1.2	-1.4	0.8	-1.3	0.0	x
CC(C)c1cc(NC(=O)c2ccccc2)cc(C(C)C)c1O	1	1	-1.1	-5	0	-0.9	-1.2	0.7	-1.3	0.5	-0.2
Cc1cccc(-c2nnc(-c3ccc(N)cc3)o2)c1	-7	4	2.6	7	-4	-4.1	2.6	6.7	-0.6	1.1	0.0
CCOc1ccc(S(=O)(=O)N2CCCC(C(=O)NCc3cccnc3)C2)cc1Cl (stereo unspecified)	5	4	-0.6	6	-3	-1.2	-0.3	0.0	-1.2	0.1	0.6
N#Cc1c(/N=C/C=C/c2ccccc2)sc2c1CCCC2	3	2	0.7	7	-1	-2.3	-0.3	-0.6	-0.7	-0.2	-0.1
CCc1nc2ccccc2n1CC(=O)N1CCN(Cc2ccccc2)CC1	-3	-1	-0.8	-2	-2	1.1	-0.1	-3.5	-0.9	0.3	x
COC(=O)c1noc(-c2ccc(C)cc2)n1	-1	7	-0.8	0	-5	-1.8	-0.3	0.1	-1.7	-0.5	0.2
Cc1cc(C(=O)Nc2cc(C)on2)on1	-2	2	-1.1	0	-4	4.0	-0.8	-0.3	-0.5	0.2	0.3
CC(C)n1c(NCCc2ccccc2)nc2c1c(=O)n(C)c(=O)n2C	13	16	-0.7	9	-5	-1.1	-1.5	-2.8	-1.6	-0.5	-1.9
CCn1c(CNc2ccc(C)cc2)nnc1SCC(N)=O	-3	-4	0.9	12	-3	-0.6	0.3	2.1	-0.9	-0.6	2.5
CN(C)c1ccc(C(C(=O)NCc2ccccc2)N(Cc2ccco2)C(=O)c2snc(C(N)=O)c2N)cc1 (stereo unspecified)	-10	-23	-2.0	17	-4	-11	-0.8	-1.3	-0.8	0.6	-2.1
CN(C)CCNC(=O)c1c(CSc2ccc(Cl)cc2)noc1C(=O)NCc1ccccc1	-8	1	-1.4	-11	0	1.0	0.1	1.5	-1.0	-0.2	1.3

Compound profiles, from the list above. Screens in order: NPR2 activator, GC-A act, hcDAF-12 act, sPLA2-III inh, SMARCA2 act, FXN GAA850 act, DAX1 inh-1, hgDAF12 agonist, ssDAF12 agonist, KLK7 zymogen act, DAX1 inh-2
`CCOC(=O)N1CCN(C(=O)C2CCN(S(=O)(=O)c3ccc(C)cc3)CC2)CC1` is listed as 5, -1, 0.4, -5, -2, -3.0, -0.2, -0.7, -0.7, 0.0, -0.2
`CN(CC(=O)NC(=O)NC1CCCCC1)c1ccccc1` is listed as 2, 3, 0.2, 5, -2, 0.6, 0.6, 2.1, -1.0, 0.7, 0.8
`CC(C)c1cc(NC(=O)c2ccccc2)cc(C(C)C)c1O` is listed as 1, 1, -1.1, -5, 0, -0.9, -1.2, 0.7, -1.3, 0.5, -0.2

Other structures follow:
SMILES	NPR2 activator	GC-A act	hcDAF-12 act	sPLA2-III inh	SMARCA2 act	FXN GAA850 act	DAX1 inh-1	hgDAF12 agonist	ssDAF12 agonist	KLK7 zymogen act	DAX1 inh-2
Cc1cc(=O)[nH]c(SCC(=O)O)c1C#N	4	1	-1.1	-8	-4	-1.2	0.2	0.0	-0.9	0.3	0.1
Cc1c(-c2ccccc2)n(O)[n+]([O-])c1-c1ccccc1	2	-2	3.0	-6	0	0.6	1.4	-3.5	-0.2	0.0	3.1
O=c1cc(N2CCc3ccccc3C2)[nH]c(=O)n1-c1ccc(Br)cc1	4	1	-0.6	4	-3	1.6	-0.8	-1.4	-1.8	0.3	0.5
COc1cc2c(cc1OC)-c1cc(Nc3ccccc3C)nc(=O)n1CC2	9	10	-3.8	5	6	7.2	-0.1	-2.9	-1.4	-1.8	-0.3
CCCOc1ccc(CC(=O)N/N=C\c2ccc(F)cc2)cc1	0	1	-1.1	-10	-2	1.6	0.1	-1.2	-1.7	0.7	-0.4
CC(CN1CCOCC1)OC(=O)c1ccc(Cl)cc1Cl (stereo unspecified)	0	2	2.5	4	2	2.6	-0.2	-0.2	-1.6	0.3	-0.6
OCC1(c2cc(C(F)(F)F)n[nH]2)CCCCC1	-1	7	1.7	4	-1	3.1	0.5	0.2	-1.4	-0.7	1.0
O=C(CN1C2=NCCCN2c2ccccc21)c1cccc(Br)c1	-3	-4	0.2	-17	-3	0.3	-1.0	-0.5	-1.8	-0.4	0.4
CCOc1ccc2[nH]c(SCC(=O)OC)c([N+](=O)[O-])c2c1	1	10	4.6	4	-4	0.1	0.3	-1.4	-0.5	13*	0.5
CCc1ccc(NC(=O)N(CCN2CCOCC2)Cc2ccc3c(c2)CCCN3CC)cc1	-2	-5	0.1	0	-3	1.8	0.2	0.4	-1.4	2.0	-1.0
Nn1c(SCC(=O)Nc2ccccc2)nnc1-c1cccnc1	0	2	-0.3	-4	3	-0.5	0.4	-0.2	-1.2	0.6	0.3
CCCN1CCN(C(c2cc3cc4c(cc3[nH]c2=O)OCO4)c2nnnn2C(C)(C)C)CC1 (stereo unspecified)	6	-1	1.0	6	0	-0.5	2.9	2.3	0.1	9.7	0.7
CCOC(=O)C1CCN(Cc2nnc(-c3ccccc3C)o2)CC1	-4	0	0.3	8	-5	1.8	0.7	0.7	-0.7	-0.3	2.1
CCNS(=O)(=O)c1ccc(NC(=S)NCc2ccco2)cc1	7	2	-2.9	-5	0	0.6	0.1	1.8	-1.4	-0.2	-1.3
COCC(C)OC(=O)c1c(N)n(CCCN2CCOCC2)c2nc3ccccc3nc12 (stereo unspecified)	-2	1	0.7	2	-2	0.9	-0.5	-0.2	-1.9	16*	-0.6
COc1ccccc1S(=O)(=O)N(C)C[C@H]1Oc2ncc(Br)cc2C(=O)N([C@H](C)CO)C[C@H]1C	-2	-6	-2.4	8	0	2.0	-0.9	0.1	-1.2	0.6	-0.8
CC(C)(C)c1ccc(OC(=O)Cn2c(C(F)(F)F)nc3ccccc32)cc1	0	-3	0.2	3	0	0.2	-0.2	0.8	-0.9	0.1	-0.1
COc1ccc(C(=O)Nc2c(O)ccc3ccccc23)cc1OC	4	4	2.0	-17	0	1.8	-0.4	-1.1	-0.9	-0.4	0.3
O=C(C1CCCN(c2nnc(-n3cccc3)s2)C1)N1CCN(c2ccccc2)CC1 (stereo unspecified)	10	-4	-2.3	-9	-2	-0.6	-1.7	-1.8	-1.2	0.3	0.2
N#Cc1c(F)cccc1NCc1cccs1	-5	-1	1.6	-5	-4	2.1	0.2	0.0	-1.5	0.5	0.7
C/C(CC(=O)Nc1cc(C)ccn1)=N\NC(=O)c1cccc(F)c1	-3	5	1.9	4	1	1.6	0.0	2.9	-0.1	-1.7	2.2
Cc1ccc(C)c(NC(=O)COC(=O)c2nn(C)c(=O)c3ccccc23)c1	-1	-5	-0.6	-7	6	0.0	2.0	-0.9	-0.9	0.1	0.7
CCc1noc(C)c1C(=O)NNC(=O)c1nn(CC)c(=O)c2ccccc12	3	-2	0.4	4	-2	1.6	-1.5	0.8	-1.2	0.0	5.2*
CCOC(=O)C1=C(C)SC2=NS(=O)(=O)CCN21	0	2	-2.0	4	-1	2.4	-0.1	0.8	-0.9	-0.2	-1.1
COc1ccccc1C(=O)NCCOc1ccc(C(C)(C)C)cc1	1	-2	-1.6	5	-4	-0.5	0.2	-1.6	-1.6	-0.1	0.8

Next entries follow:
SMILES	NPR2 activator	GC-A act	hcDAF-12 act	sPLA2-III inh	SMARCA2 act	FXN GAA850 act	DAX1 inh-1	hgDAF12 agonist	ssDAF12 agonist	KLK7 zymogen act	DAX1 inh-2
Brc1ccc(CN2CCCCCC2)cc1	-1	0	0.0	1	-1	0.9	-0.2	-0.1	-0.8	0.9	1.0
COCC(C)n1c(C)cc(C(=O)CSc2nnnn2-c2ccc(O)cc2)c1C (stereo unspecified)	-9	-1	-0.7	-27	-1	0.7	-1.2	10	-0.8	0.2	0.8
CCCCCCCCN1C(=O)[C@@H](CC(=O)N2CCN(C(=O)OCC)CC2)C[C@@]2(C(=O)OC)C1=C[C@H](COCc1ccccc1)O[C@@H]2C	8	0	1.1	-18	-4	x	0.2	1.1	-1.0	0.6	x
O=C(Nc1ccc(F)cc1)C1CCC(N2C(=O)c3ccccc3C2=O)CC1 (stereo unspecified)	-11	0	-0.5	3	-2	-2.8	0.4	3.4	-0.1	0.8	-0.6
O=C(COC(=O)CCC(=O)c1ccc(F)cc1)NC1CCCCC1	0	2	-1.4	-6	3	0.7	0.5	5.1	-0.8	0.3	0.8
NC(=O)c1cc(NC(=O)c2ccc(NS(=O)(=O)c3cccs3)cc2)cc(C(N)=O)c1	-2	-1	0.4	8	4	2.0	0.2	-1.8	-1.0	0.1	0.6
O=C(Nc1ccc(F)cc1F)c1cc2ncc(CCCl)cn2n1	-2	2	-1.1	14	-2	-0.3	-0.6	-3.1	-1.2	0.1	-0.4
Oc1ccc(-c2[nH]nc(-c3ccccc3)c2-c2nc3ccccc3[nH]2)cc1	-2	-2	-0.2	-20	-2	-1.3	-0.2	1.4	-1.9	0.2	-1.7

Bioassay records as filed in PubChem.
